# pAkt inh = HTS Assay for Inhibitors of Akt Phophorylation: Primary Screen | Neuro2A IGF-stimulated pAkt S473 HTRF, 20 min; active compounds read low | activity change, % for hits at 50 µM | 0.32% of 360,000 active | AID 651550, 2012; in the data active means activity change below about -80%; inconclusive means mostly about -51% to -80%; further: on the % scale 0 is the no-effect control and ±100 the full control effect
#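 Neuro2A cells (4,500/well, DMEM with 0.5% FBS) were treated with compound at a single 50 µM final concentration, stimulated with 6 nM IGF for 20 min at 37 °C, and lysed. Phospho-Akt Ser473 was read by HTRF as 665/615 ratio ×10^4.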
# TDP-43 yeast inh = qHTS of TDP-43 Inhibitors; TDP-43 expressing yeast growth rescue, BacTiter-Glo, 24 h; Potency, µM (series often up to 46.1 µM), without a hit: at the top dose growth rescue (activation), usual class: activators; 1.8% of 410,000 active; further: potency means the concentration at half of the fitted maximal effect; % of control where 0% means no effect; nearly all actives have a fitted effect of over 50% in size
#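 Readout is BacTiter-Glo luminescence of cell growth, so inhibitors register as activators. TDP-43-expressing yeast at OD600=0.02 in galactose medium, after raffinose pregrowth to mid-log, were incubated with compound for 24 hr at 30 deg C.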
# FUS suppressor = qHTS for Suppressors of FUS Proteinopathy: Primary screen using FUS-linked yeast assay; S. cerevisiae FUS-expressing, growth rescue, OD600, 24 h; Potency, µM (titrated, usually from 76.6 µM), inactives show top-dose growth rescue (activation), hits mostly activators; 0.24% of 390,000 active; AID 1347120, 2019;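 further: potency means the concentration at half of the fitted maximal effect; plate controls were DMSO vehicle for no effect and reference control for full effect; nearly all actives have a fitted effect of over 55% in size; some results filed as inactive show a strong effect at the top dose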
#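 FUS-expressing yeast, raffinose-pregrown, induced in 2% galactose minimal medium at OD 0.005; compounds in a dilution series, 24hr at 30C. Growth restoration read as absorbance at 600 nm. CP55940 positive control, DMSO negative.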
# GLP-1R agonist = qHTS of GLP-1 Receptor Agonists; Glucagon-like peptide 1 receptor (Homo sapiens), P43220; HEK293 GLP-1R CRE-luciferase, luminescence, 4-6 h; cells express a hypersensitive GLP-1R form; Potency, µM (highest dose often 45.6 µM), without a hit: at the top dose activation, hits mostly activators; 0.007% of 380,000 active; further: potency means the concentration at half of the fitted maximal effect; % of control where 0% means no effect
# Abeta yeast res = qHTS for compounds that reverse cellular toxicity of Amyloid beta (A-beta) peptide in yeast: Primary Screen; yeast expressing A-beta42, growth rescue, OD600, 48 h; response scale: 0% DMSO, 100% iron-clioquinol control; Potency, µM (series often up to 46.1 µM), inactives show top-dose growth rescue, most hits filed as activators; 0.063% of 410,000 active; further: potency means the concentration at half of the fitted maximal effect; nearly all actives have a fitted effect of over 55% in size
#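 Yeast growth medium received pinned compounds, then yeast cells expressing toxic A-beta were added; plates incubated at 30 C for 48 hr. Growth read as absorbance at 600 nm, normalized to DMSO and equimolar FeCl3 plus clioquinol controls.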
# D3 antag = qHTS of D3 Dopamine Receptor Antagonist: qHTS; D(3) dopamine receptor (Homo sapiens), P35462; D3R cells, DiscoveRx beta-arrestin luminescence, antagonist mode; active compounds read low; max response, negative = inhibition, %; 2.5% of 360,000 active; in the data active means max response below about -50%; inconclusive means no clear call, values can overlap the other calls; further: on the % scale 0 is the no-effect control and ±100 the full control effect; mostly tested at two doses, the higher about 12 µM
# Target sequence (P35462 whole entry, looked up): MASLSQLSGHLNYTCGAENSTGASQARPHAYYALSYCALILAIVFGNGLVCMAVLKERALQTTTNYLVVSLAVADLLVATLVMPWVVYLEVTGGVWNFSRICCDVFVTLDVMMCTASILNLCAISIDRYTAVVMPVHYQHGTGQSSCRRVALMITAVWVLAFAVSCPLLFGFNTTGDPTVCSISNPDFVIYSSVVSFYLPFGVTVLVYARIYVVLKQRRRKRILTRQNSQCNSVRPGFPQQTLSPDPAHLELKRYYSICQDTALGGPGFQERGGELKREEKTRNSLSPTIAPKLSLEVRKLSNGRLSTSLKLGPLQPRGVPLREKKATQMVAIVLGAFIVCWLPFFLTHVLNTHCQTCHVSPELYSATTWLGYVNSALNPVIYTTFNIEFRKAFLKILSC
#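 Cells expressing the human receptor were seeded at 1500 cells/well, incubated overnight at 37 degrees C in 5% CO2, then exposed to library compounds with dopamine controls for 90 minutes at 37 degrees C before luminescent detection.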
# GLP-1R inv ag = qHTS of GLP-1 Receptor Inverse Agonists (Inhibition Mode). HEK293 GLP-1R CRE-luciferase, luminescence, 24 h; GLP-1R form is constitutively active. Potency, µM (highest dose often 38.3 µM), for inactives: at the top dose activity change, negative = inhibition, most hits filed as inhibitors. 1.6% of 410,000 active; further: potency means the concentration at half of the fitted maximal effect; on the % scale 0 is the no-effect control and ±100 the full control effect; nearly all actives have a fitted effect of over 55% in size
#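 Constitutively active GLP-1R drives a cAMP-responsive luciferase in stably transfected HEK293 cells; test compounds are added after overnight (12 h) attachment and left 24 hr, and signal loss in luminescence marks inhibition.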
# aSyn yeast inh = qHTS of alpha-syn Inhibitors. Yeast expressing alpha-synuclein, growth rescue, BacTiter-Glo, 24 h. Potency, µM (highest dose often 46.1 µM), without a hit: top-dose growth rescue (activation), hits mostly activators. 0.14% of 370,000 active. AID 652106, 2013; further: potency means the concentration at half of the fitted maximal effect; % of control where 0% means no effect; nearly all actives have a fitted effect of over 65% in size
#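 Rescue of yeast growth: cells expressing toxic alpha-synuclein, induced in galactose at OD600 0.02, incubated with compound 24 h at 30 C. ATP luminescence quantified growth; inhibitors of toxicity appear as activators.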
# PTHR1 agonist = qHTS for PTHR1 Agonists: Primary Screen. HEK293 GP2 PTHR1 cells, GloSensor cAMP luminescence, 1 h. Potency, µM (titrated, usually from 115 µM), inactives show at the top dose activation, actives largely listed as activators. 0.075% of 410,000 active; further: potency means the concentration at half of the fitted maximal effect; nearly all actives have a fitted effect of over 55% in size; some results filed as inactive show a strong effect at the top dose; inactives centre near -15; many of its hits are not listed in these tables
# Target sequence (Q03431 whole entry, looked up): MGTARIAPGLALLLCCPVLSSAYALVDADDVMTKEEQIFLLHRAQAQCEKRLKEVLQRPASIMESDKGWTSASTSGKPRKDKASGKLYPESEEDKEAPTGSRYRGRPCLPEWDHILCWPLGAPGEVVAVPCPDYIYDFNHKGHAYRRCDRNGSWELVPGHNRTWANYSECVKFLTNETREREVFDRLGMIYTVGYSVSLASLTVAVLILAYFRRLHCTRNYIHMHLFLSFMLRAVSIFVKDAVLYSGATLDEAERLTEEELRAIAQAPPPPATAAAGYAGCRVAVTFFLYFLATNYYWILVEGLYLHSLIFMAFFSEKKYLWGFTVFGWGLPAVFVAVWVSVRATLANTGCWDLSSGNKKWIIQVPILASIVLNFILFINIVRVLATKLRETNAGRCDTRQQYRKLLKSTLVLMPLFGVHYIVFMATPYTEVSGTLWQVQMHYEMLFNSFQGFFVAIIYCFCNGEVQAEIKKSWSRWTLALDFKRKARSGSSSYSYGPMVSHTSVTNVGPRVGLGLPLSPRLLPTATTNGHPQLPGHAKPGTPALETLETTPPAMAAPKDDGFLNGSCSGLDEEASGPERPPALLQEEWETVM
#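 HEK-293-derived GP2 cells expressing PTHR1 and a GloSensor cAMP reporter, 3,000/well, plated overnight, given luciferin plus IBMX (each 0.5 mM as added) for 1 h at 37 °C, then compound for 1 h at 37 °C. Luminescence was read after 15 min at room temperature.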
# The depositor's hits bear a star; i = inactive; ? = inconclusive; nt = no result given; & = joins results of further samples; [ ] = remark or other dose. Unless noted, the call rests on the fitted dose curve; in most records, active means well fitted curve in the direction sought with a large enough effect; inconclusive means small, poorly fitted or top-dose-only effect, or another doubt; inactive means no such curve, though single readings can be large; an effect the other way counts as inactive or inconclusive. Only part of the results is shown. The share of hits here may be higher or lower than overall.
# Sequence of screens: GLP-1R inv ag	D3 antag	PTHR1 agonist	TDP-43 yeast inh	FUS suppressor	GLP-1R agonist	pAkt inh	Abeta yeast res	aSyn yeast inh
> CC1(C)Oc2ccc(C(=O)NC3CCCC3)cc2N(CC(=O)NC2CCCC2)C1=O
    0%	-76*	22%[57.5 µM]	5%	11%	-1%	i	21%	1%
> COc1ccc(/C=C2/SC(=S)N(CC(=O)O)C2=O)cc1OCc1ccc(Cl)cc1
    20%	1	-27%	13%	16%	1%	i	?	-1%
> CCOc1ccc(-c2nc(SCC(=O)c3ccccc3)n[nH]2)cc1
    -27%	nt	-33%[inhibitor]	27%	-12%	nt	nt	-7%	nt
> C/C(Cn1nc([N+](=O)[O-])cc1C)=N\NC(=O)c1ccc(C(C)(C)C)cc1
    6%	-12	i	15%	22%	-1%	i	-4%	-17%
> CCOC(=O)Cn1cc(C#N)c(=O)[nH]c1=O
    -2%	7	-6%	-7%	-14%	8%	i	9%	-2%
> CCCCSC(=O)Nc1ccccc1
    -10%	-1	-27%	3%	-6%	-1%	i	-2%	-7%
> O=C(NCc1ccccc1)c1cccc(COc2cccc(Cl)c2)c1
    7.9µM*	-18	i	?	11%	-2%	i	0%	4%
> O=C(COc1ccc(Nc2ccccc2)cc1)Nc1ccncc1
    ?	-12	-25%	-5%	8%	11%	i	-10%	-3%
> COc1ccc(C2=NN(C(=O)c3ccco3)C(c3ccco3)C2)cc1OC (stereo unspecified)
    248%[activator]	76	i	5%	-4%	?	i	-4%	-2%
> CCc1ccc(C(CC(=O)O)N2Cc3ccccc3C2=O)cc1 (stereo unspecified)
    13%	8	i	-24%	28%	4%	i	2%	13%
> COc1ccc(S(=O)(=O)N(CC(=O)NC2CC2)c2ccc(C)cc2)cc1
    16%	5	i	-21%	10%	2%	i	-23%	3%
> O=C(Cn1cnc2c(NCc3ccccc3)ncnc21)NCCCc1ccccc1
    1%	1	-13%	?	0%	11%	i	-2%	-8%
> CCCC(=O)OCC(=O)Nc1ccc2[nH]c(=O)[nH]c2c1
    15%	27	i	-10%	9%	-7%	i	-2%	-2%
> Cc1oc(-c2ccccc2Cl)nc1CS(=O)(=O)CC(=O)NC(C)c1ccccc1 (stereo unspecified)
    ?	11	-10%&-10%	4%&23%	?	13%&-1%	i	2%&3%	-7%
> COc1ccc(C(=O)NNC(=O)CSc2nnc(COc3ccccc3)n2C)cc1
    6%	3	i	3%	15%	-5%	i	23%	2%
> CC/C(C)=N/Nc1nc2c(c(=O)[nH]c(=O)n2C)n1Cc1ccccc1
    26%	-8	-9%	9%	32%	6%	i	-14%	-10%
> CC1(C(=O)NS(=O)(=O)c2cccc(Cl)c2)CCN1C(=O)c1ccccc1 (stereo unspecified)
    6%	-20	-2%	-14%	-11%	1%	i	-7%	-3%
> CC12CCCC(CC(=O)O)(C1)NC(=O)C2 (stereo unspecified)
    9%	-5	0%	-5%	-24%	0%	i	-5%	6%
> CCCN(Cc1cc2cc(C)ccc2[nH]c1=O)C(=O)c1ccccn1
    2%	8	i	?	2%	9%	i	8%	5%
> CC[C@@]1(C(=O)OC)N[C@H](CN(C)C(=O)c2ccc(F)cc2)[C@@H]2C(=O)N(Cc3ccccc3)C(=O)[C@@H]21
    -10%	13	24%	-16%	11%	-5%	i	-13%	0%
> Cc1cccc(OCC(=O)Nc2ccc3c(c2)nc(CCN2CCN(c4ccccn4)CC2)n3C)c1
    ?	1	-31%[inhibitor]	8%	19%	9%	i	-4%	7%
> CCCCNC(=O)CCC(=O)Nc1ccc2nc(N3CCC(C)CC3)cc(C)c2c1
    ?	9	-29%	2%	23%	29%	i	nt	-1%
> COc1ccc(CCN2CC(C(=O)NCc3cc(C)on3)CCC2=O)cc1 (stereo unspecified)
    7%	9	i	8%	-6%	1%	i	-10%	6%
> CC(Sc1nnc(-c2cccnc2)o1)C(=O)NC1CCCC1 (stereo unspecified)
    0%	-17	i	15%	nt	-1%	i	-12%	-8%
> CC(C)c1cccc(C(C)C)c1Nc1cn[nH]c1
    -14%	157	8%	4µM*	-14%	2%	i	-38%[inhibitor]	4µM*
> CSc1ccc(NC(=O)NCc2cccnc2)cc1
    -11%	-21	i	-7%	37%	2%	i	-16%	-2%
> CCOC(=O)c1cnn(-c2nc(SC)nc3sc4c(c23)CCCC4)c1N
    -22%	4	i	?	26%	10%	i	3%	?
> Cc1nc([N+](=O)[O-])cn1CC(O)c1ccc(F)cc1 (stereo unspecified)
    -2%	-3	-10%	5%	1%	5%	i	-14%	-5%
> O=C(Cn1c(=S)[nH]c2ccccc2c1=O)N1CCN(c2ccc(F)cc2)CC1
    ?	1	-62%	-9%	27%	3%	i	-3%	-3%
> CCCCCC(=O)NC(=S)Nc1ccc(N2CCCCC2)c(Cl)c1
    ?	-2	i	-18%	32%	-10%	i	-7%	-4%

# Next section (2 carried over from the part before).
# Sequence of screens: GLP-1R inv ag	D3 antag	PTHR1 agonist	TDP-43 yeast inh	FUS suppressor	GLP-1R agonist	pAkt inh	Abeta yeast res	aSyn yeast inh
> O=C(Cn1c(=S)[nH]c2ccccc2c1=O)N1CCN(c2ccc(F)cc2)CC1
    ?	1	-62%	-9%	27%	3%	i	-3%	-3%
> CCCCCC(=O)NC(=S)Nc1ccc(N2CCCCC2)c(Cl)c1
    ?	-2	i	-18%	32%	-10%	i	-7%	-4%
> CCOC(=O)CNC(=O)N1CCCC(C(=O)c2ccc3c(c2)OCO3)C1 (stereo unspecified)
    15%	15	i	3%	1%	-4%	i	-8%	14%
> CCOc1cc2sc(N3CCC(C(=O)Nc4ccccc4Cl)CC3)nc2cc1Br
    41%[activator]	nt	-21%	15%	-24%	nt	nt	-5%	nt
> CCOc1ccccc1C(=O)Nc1ccc(S(=O)(=O)Nc2onc(C)c2C)cc1
    59%[activator]	nt	i	26%	13%	nt	nt	4%	nt
> CCn1c(=O)c2sccc2n2c(CCCC(=O)N3CCN(c4ccccc4OC)CC3)nnc12
    -1%	nt	i	9%	-19%	nt	nt	6%	nt
> COc1ccc([N+](=O)[O-])cc1NC(=O)c1cc(C)c(C)o1
    4%	4	4%	7%	-24%	0%	i	-1%	-7%
> Cc1cc(Nc2cccc(Cl)c2C)n2nc(Cc3ccccc3)nc2n1
    -6%	nt	i	22µM*	31%	nt	nt	-2%	nt
> O=C(NCCc1ccccn1)c1cc(-c2ccc(Cl)cc2)nc2ccccc12
    ?	48	-17%	-3%	nt	8%	i	-15%	-17%
> N#Cc1cnc2c(-c3ccccc3)c(-c3ccccc3)nn2c1N
    47%[activator]	7	-22%	?	21%	19%	i	14%	11%
> CC(=O)/C=C(\C)Nc1c(C)n(C)n(-c2ccccc2)c1=O
    -10%	-18	-21%	7%	-5%	2%	i	-4%	-5%
> CN(CCc1ccccc1)C(=O)c1cc(COc2cccc(C(F)(F)F)c2)on1
    ?	16	-13%	?	32%	25%	nt	?	?
> COc1ccc(CC(N)c2csc(NC(=O)c3cc(C(C)(C)C)nn3Cc3ccccc3)n2)cc1 (stereo unspecified)
    ?	16	-16%	10%	?	-9%	i	13%	-18%
> CC(C)Oc1ccccc1/C=N/NC(=O)C1CC1
    -14%	5	i	-1%	8%	2%	i	1%	4%
> COc1ccc(NCc2ccc3c(c2)OCO3)cc1Cl
    6%	-18	?	4%	5%	10%	i	-12%	-2%
> O=C(CSc1nc2ccccc2nc1Cc1ccccc1)N1CCN(c2ccccc2)CC1
    1%	nt	i	0%	-6%	nt	nt	-8%	nt
> COc1ccc(C(=O)NCCC2=CCCCC2)cc1[N+](=O)[O-]
    -5%	-4	-31%[inhibitor]	?	1%	17%	i	-4%	2%
> CCC1(CC)NC(=O)N(CC(=O)Nc2ccc(OCc3ccccc3)cc2)C1=O
    ?	1	i	8%	16%	-3%	i	5%	4%
> O=C(CSc1ncc(C(F)(F)F)cc1Cl)NCC1CCCO1 (stereo unspecified)
    -10%	1	-7%	19%	-26%	1%	i	2%	4%
> Cc1ccccc1C(=O)NC(=S)NCCN1CCOCC1
    8%	12	-12%	0%	nt	0%	i	-6%	-2%
> COc1ccc(NC(=O)c2cc3c(=O)n(C)c4ccccc4c3s2)cc1OC
    21%	-7	i	9%	6%	1%	i	0%	-5%
> COc1ccccc1OCCOCCN1CCCC1
    13%	9	-17%	9%	-3%	4%	i	12%	2%
> CC1Cc2ccccc2N1CC(=O)NC(=O)NC1CCCC1 (stereo unspecified)
    -7%[0.307 µM]	-9	i	?	22%	-1%	i	11%	8%
> O=S(=O)(c1ccc2c(c1)OCCO2)N1CCC(n2cnc3cc(F)ccc32)CC1
    -13%	5	-33%[inhibitor]	-5%	?	6%	i	5%	-1%
> Cc1ccc(CN2CCC(n3nccc3NC(=O)C3CCOC3)CC2)cc1 (stereo unspecified)
    9%	0	-19%	17%	nt	-8%	i	5%	-5%
> COc1cccc(C(=O)Nc2nc3nc(C)c(C)c(=O)n3[nH]2)c1
    7%	nt	?	9%	15%	nt	nt	-14%	nt
> CC(C)(Oc1ccc(Cl)cc1)C(=O)N1CCN(c2ccccn2)CC1
    ?	0	-18%[57.5 µM]	1%	-6%	-5%	i	11%	12%
> COc1ccc(N2CCN(C(=O)c3cc(-c4cccs4)nc4ccccc34)CC2)cc1
    ?	22	-37%	-5%	45%	7%	i	-21%	-8%
